Assay outcomes (PubChem BioAssay)
SENP7 block: blocks the human protease SENP7 | inhibition, % at 5 µM | actives 1.5% (n = 330,000) | recombinant SENP7, Z-RLRGG-aminoluciferin luminescence, 40 min;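 active = inhibition above about 50% at the single test dose, limit read from the data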;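 also: plate controls were DMSO with enzyme for no effect and no enzyme buffer wells for full effect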
Target sequence (Q9BQF6 706-1050 limits assumed): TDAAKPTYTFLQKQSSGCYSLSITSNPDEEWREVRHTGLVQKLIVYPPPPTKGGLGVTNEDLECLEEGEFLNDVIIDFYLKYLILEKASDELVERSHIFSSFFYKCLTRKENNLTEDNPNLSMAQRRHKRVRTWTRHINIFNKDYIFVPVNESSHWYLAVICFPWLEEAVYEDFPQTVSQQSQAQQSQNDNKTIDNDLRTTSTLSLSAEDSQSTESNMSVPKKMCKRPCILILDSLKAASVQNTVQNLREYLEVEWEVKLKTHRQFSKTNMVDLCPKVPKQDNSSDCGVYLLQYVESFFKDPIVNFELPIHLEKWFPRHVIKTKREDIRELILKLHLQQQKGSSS
SENP6 inh: inhibitors of human SENP6 protease; Recombinant SENP6 catalytic domain, aminoluciferin luminescence; inhibition, % at 10 µM; actives 1.8% (n = 330,000); AID 2599;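 active = inhibition above about 50% at the single tested dose, limit read from the data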;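 also: plate controls were DMSO wells with enzyme for no effect and DMSO wells lacking enzyme for full effect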
Target sequence (Q9GZR1 628-1112 limits assumed): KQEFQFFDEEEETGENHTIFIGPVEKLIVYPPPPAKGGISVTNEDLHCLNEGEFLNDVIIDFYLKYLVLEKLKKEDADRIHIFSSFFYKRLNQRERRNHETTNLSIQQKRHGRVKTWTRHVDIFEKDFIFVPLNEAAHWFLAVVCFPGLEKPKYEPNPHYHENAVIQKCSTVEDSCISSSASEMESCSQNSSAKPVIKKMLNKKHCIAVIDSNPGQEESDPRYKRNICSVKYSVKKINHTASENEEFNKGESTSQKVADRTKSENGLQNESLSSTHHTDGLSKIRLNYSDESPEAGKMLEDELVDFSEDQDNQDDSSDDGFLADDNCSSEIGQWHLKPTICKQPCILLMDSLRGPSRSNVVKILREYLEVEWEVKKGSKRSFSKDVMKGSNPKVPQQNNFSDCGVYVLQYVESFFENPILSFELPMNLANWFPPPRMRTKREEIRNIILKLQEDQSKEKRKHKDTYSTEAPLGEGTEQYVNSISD
PfG6PD inh: PfG6PD (Plasmodium falciparum) enzyme inhibition; PfGluPho enzyme, NADPH resazurin-diaphorase fluorescence; inhibition, % at 20 µM; actives 0.78% (n = 350,000); AID 504690;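 active = inhibition reaching at least a set limit at 20 µM in the primary screen, cut at about 59% in these data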;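 also: 0% = DMSO wells with substrate and 100% = DMSO wells lacking glucose-6-phosphate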
SENP1 FRET inh: SENP1 (human) catalytic domain inhibition; Q9P0U3; recombinant SENP1 catalytic domain, CyPet-SUMO1-YPet FRET cleavage; inhibition, % at 10 µM; actives 0.21% (n = 360,000); AID 624204;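 active = inhibition at least 30% at 10 µM, raw YFP signal under a set limit, fluorescence ratio 0.5 to 1.5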;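 also: 0% = enzyme with DMSO and 100% = no enzyme wells; some results filed as inactive read as strong as hits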
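System: Recombinant human SENP1 catalytic domain, His6-tagged | Incubation: Enzyme reaction for 50 min at room temperature, dark | Medium: Tris pH 8 with BME, BSA, NP40 and catalase | Also added: 25 nM SUMO1 FRET substrate | Compound: 10 µM single point, 0.5% DMSO | Measured by: FRET fluorescence in CFP and YFP emission channels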
SENP8 block-1: blocks the human protease SENP8. Q96LD8. purified SENP8, Z-RLRGG-aminoluciferin cleavage, luminescence. inhibition, % at 10 µM. actives 1.2% (n = 330,000). AID 2540; in the data active = inhibition above about 50%
Target sequence (Q96LD8 whole entry, looked up): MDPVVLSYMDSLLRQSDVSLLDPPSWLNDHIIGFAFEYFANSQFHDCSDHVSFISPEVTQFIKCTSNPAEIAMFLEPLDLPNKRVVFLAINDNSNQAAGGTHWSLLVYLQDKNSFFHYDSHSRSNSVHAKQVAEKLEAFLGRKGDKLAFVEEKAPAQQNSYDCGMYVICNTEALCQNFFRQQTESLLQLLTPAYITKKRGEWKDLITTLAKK
HKDC1 inh: HKDC1 (human) hexokinase inhibition | Q2TB90 | recombinant HKDC1, G6PDH/diaphorase resazurin coupled fluorescence | inhibition, % at 20 µM | actives 0.16% (n = 340,000);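 active = inhibition above about 35% when tested at 20 µM, limit read from the data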;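 also: plate controls were DMSO wells with enzyme for no effect and DMSO wells lacking enzyme for full effect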
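Test system: recombinant HKDC1 (HK5) hexokinase enzyme, produced in-house; Amount: enzyme 5 µg/mL final; Buffer or medium: Tris pH 8.0 buffer with MgCl2, Tween-20, BSA, BME; Reagent: glucose and ATP substrates; Doses: 20 µM test compound, 1% DMSO; Incubation: 90 min reaction incubation at room temperature, dark; Detection: resorufin fluorescence at 613 nm.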
SENP8 block-2: inhibitors of human SENP8 protease. recombinant SENP8, Nedd8 substrate fluorescence. actives 0.64% (n = 360,000). AID 602440. inhibition, % at 20 µM. Q96LD8; in the data active = inhibition mostly above about 40%, no sharp cut-off; inactive = mostly below about 27%
Apaf-1 inh: human Apaf-1 inhibition; O14727; reconstituted apoptosome caspase-3 activity, DEVD-Rh110 fluorescence; inhibition, % at 20 µM; actives 0.71% (n = 330,000); active = inhibition of at least 40% at 20 µM;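 also: plate controls were DMSO wells for no effect and DEVD-CHO caspase inhibitor wells for full effect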
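System: reconstituted apoptosome with Apaf-1, cytochrome c, caspase-9, procaspase-3, dATP; Signal: Rh110 fluorescence intensity; Schedule: 30 min compound preincubation, 50 min activation, room temperature; Reagent: cytochrome c trigger plus (Z-DEVD)2-Rh110 caspase-3 substrate.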
Starred values were filed as active, the others as inactive. Not a hit list; about 3.6% have a hit in one of these screens.

Key to letters – A = SENP7 block; B = SENP6 inh; C = PfG6PD inh; D = SENP1 FRET inh; E = SENP8 block-1; F = HKDC1 inh; G = SENP8 block-2; H = Apaf-1 inh
> Cc1cccc(NC(=S)NC2CC3CCCC(C2)N3CC(C)C)c1 (stereo not drawn)
  A = -0.1 | B = -0.8 | C = 6.3 | D = -0.3 | E = 1.3 | F = 2.4 | G = 24.3 | H = 5.7
> O=C(COC(=O)Cc1ccccc1F)Nc1ccc2c(c1)OCO2
  A = -7.8 | B = 3.1 | C = 1.1 | D = -0.2 | E = 4.7 | F = -1.6 | G = -5.4 | H = -21.7
> O=[N+]([O-])c1cccc(S(=O)(=O)N2CCC(c3nc(-c4ccncc4)no3)CC2)c1
  A = 2.5 | B = 0.8 | C = -16.8 | D = 0.1 | E = 4.3 | F = 14.7 | G = 8.5 | H = -14.7
> Cc1c(C(=O)C(=O)N2CCN(C)CC2)c2ccccc2n1C
  A = 10.6 | B = -7.0 | C = -13.6 | D = 1.7 | E = 1.7 | F = -4.1 | G = 23.3 | H = -9.9
> Cc1c(CCC(=O)O)c(=O)oc2cc3oc4c(c3cc12)CCCC4
  A = -6.2 | B = -16.6 | C = 8.7 | D = -4.1 | E = -10.8 | F = 1.3 | G = -429.0 | H = 7.2
> CCOC(=O)c1ccc(NC(=O)C2CCCN(S(=O)(=O)c3ccc(F)cc3)C2)cc1 (stereo not drawn)
  A = -5.9 | B = -4.0 | C = 18.2 | D = -0.8 | E = -5.9 | F = -0.2 | G = 17.9 | H = 7.4
> O=C(Nc1ccc(N2CCCC2)cc1)C(c1ccccc1)c1ccccc1
  A = 5.6 | B = -3.8 | C = 9.3 | D = -0.5 | E = -3.0 | F = -0.1 | G = -15.4 | H = 21.1
> CN(C)N1C(=O)/C(=C/c2ccco2)SC1=Nc1ccccc1
  A = 2.3 | B = -10.0 | C = -1.9 | D = 6.8 | E = 0.2 | F = 3.9 | G = 20.6 | H = -1.9
> COc1ccc(C)cc1S(=O)(=O)NCC(c1ccc2c(c1)OCO2)N1CCN(C)CC1 (stereo not drawn)
  A = 4.7 | B = -12.1 | C = -0.1 | D = -1.3 | E = -9.4 | F = -2.9 | G = 5.3 | H = 8.6
> Cn1c[n+](C)cc1-c1ccc(/C(N)=N/O)cc1
  A = 2.1 | B = 0.7 | C = -7.0 | D = 0.8 | E = -1.5 | F = -7.9 | G = 8.2 | H = -0.2
> CCCNS(=O)(=O)c1ccc(OCC(=O)Nc2ccccc2F)cc1
  A = 3.3 | B = 7.1 | C = 4.7 | D = 1.9 | E = -0.1 | F = -5.3 | G = 18.0 | H = 2.8
> CN(C)C(CNC(=O)c1ccc(S(=O)(=O)Nc2ccccc2F)cc1)c1ccccc1 (stereo not drawn)
  A = -10.3 | B = -4.9 | C = -19.6 | D = 1.6 | E = -3.7 | F = -6.8 | G = -1.2 | H = -3.2
> Cc1ccc(C2NC(c3ccc(C)cc3)C([N+](=O)[O-])C(C)(C)C2[N+](=O)[O-])cc1 (stereo not drawn)
  A = -0.9 | B = -19.7 | C = 9.7 | D = 0.2 | E = -12.1 | F = 2.6 | G = -2.7 | H = 8.0
> CC1CCCCN1S(=O)(=O)c1cccc(S(=O)(=O)N2CCOCC2)c1 (stereo not drawn)
  A = 1.4 | B = 10.8 | C = 4.4 | D = 1.1 | E = 4.6 | F = -5.6 | G = 28.0 | H = -26.3
> CCOC(=O)/C(=N\Nc1cc(Cl)ccc1Cl)N1CC(C)OC(C)C1 (stereo not drawn)
  A = -7.4 | B = -25.9 | C = 24.1 | D = 1.0 | E = -5.3 | F = 2.3 | G = 23.6 | H = 8.4
> CCc1noc(C)c1C(=O)OCC(=O)N1CCc2ccccc21
  A = -1.4 | B = 0.2 | C = -2.2 | D = -3.5 | E = 3.7 | F = -2.1 | G = 9.5 | H = 1.2
> CCOC(=O)CSc1nc2c(sc(=S)n2-c2ccc(CC)cc2)c(=O)[nH]1
  A = 1.3 | B = -1.0 | C = -45.8 | D = 2.3 | E = 5.6 | F = 4.1 | G = 26.4 | H = 9.1
> CCN(CC)c1ccc(/C=N/NC(=O)c2cccc(S(=O)(=O)Nc3ccccc3OC)c2)cc1
  A = 4.9 | B = 2.3 | C = 15.1 | D = 7.2 | E = 0.1 | F = -11.0 | G = -203.8 | H = 18.9
> Cc1cc(NS(=O)(=O)c2ccc(NC(=O)COc3ccccc3Cl)cc2)no1
  A = 8.9 | B = 8.8 | C = -34.0 | D = 0.5 | E = -4.4 | F = -3.8 | G = 27.9 | H = 1.3
> Cc1cc(C)nc(NS(=O)(=O)c2ccc(NC(=O)CSc3nc4ccccc4[nH]3)cc2)n1
  A = 7.7 | B = 13.7 | C = -19.1 | D = -2.3 | E = 0.7 | F = -0.7 | G = 8.0 | H = 14.8
> Cc1cc(C)n(C(=O)c2ccc(Cl)c(F)c2F)n1
  A = 0.9 | B = -16.6 | C = 7.5 | D = 1.3 | E = 0.8 | F = -5.7 | G = 6.8 | H = -2.9
> Cc1ccccc1CN1CCN(C(C)C(=O)NNC(=O)c2ccc(F)cc2)CC1 (stereo not drawn)
  A = 11.9 | B = -3.9 | C = -10.5 | D = 0.8 | E = -4.4 | F = 2.5 | G = -5.0 | H = -2.1
> O=C(CCS(=O)(=O)c1ccc(Br)cc1)N1CCN(c2ccccc2)CC1
  A = 2.5 | B = -4.4 | C = 9.7 | D = 0.8 | E = -4.0 | F = 5.5 | G = 28.0 | H = 5.7
> c1ccc(CC2CCN(c3nnnn3-c3ccccc3)CC2)cc1
  A = 0.6 | B = -0.8 | C = -18.3 | D = 2.3 | E = 0.1 | F = -3.4 | G = 16.7 | H = 17.2
> C/C(=N/NC(=O)c1cnccn1)c1cccs1
  A = 6.3 | B = 20.5 | C = -4.2 | D = 0.9 | E = -3.9 | F = -5.4 | G = -3.7 | H = 9.7

Only PfG6PD inh (three entries from above):
SMILES	PfG6PD inh
O=[N+]([O-])c1cccc(S(=O)(=O)N2CCC(c3nc(-c4ccncc4)no3)CC2)c1	-16.8
Cc1cc(C)n(C(=O)c2ccc(Cl)c(F)c2F)n1	7.5
O=C(Nc1ccc(N2CCCC2)cc1)C(c1ccccc1)c1ccccc1	9.3

Additional entries:
Key to letters – A = SENP7 block; B = SENP6 inh; C = PfG6PD inh; D = SENP1 FRET inh; E = SENP8 block-1; F = HKDC1 inh; G = SENP8 block-2; H = Apaf-1 inh
> O=C(CCc1ccccc1)NNC(=O)c1ccccn1
  A = -4.4 | B = -9.6 | C = 10.7 | D = 1.4 | E = 6.6 | F = -8.7 | G = 15.5 | H = -1.3
> N/C(Cc1ccc(Cl)cc1Cl)=N\OC(=O)c1cccs1
  A = -1.7 | B = -14.1 | C = -8.1 | D = -0.5 | E = -2.4 | F = -2.6 | G = 13.5 | H = 6.1
> COc1ccc(CCNC(=O)c2ccc(-c3ccc([N+](=O)[O-])cc3Cl)o2)cc1OC
  A = 3.1 | B = 12.1 | C = 31.3 | D = -0.6 | E = 11.2 | F = 26.3 | G = 29.7 | H = 13.3
> NC[C@H](Cc1ccccc1)NCCCCC1CCCCC1
  A = 1.6 | B = -11.6 | C = -4.1 | D = -8.7 | E = 1.0 | F = -8.2 | G = 5.4 | H = 39.0
> CCN1CCC[C@H]1CNC(=O)c1c(OC)ccc(Br)c1OC
  A = -0.3 | B = -14.1 | C = 12.2 | D = 1.7 | E = 0.7 | F = -7.0 | G = 5.5 | H = -6.9
> COc1ccc(/C=C2\CCC(C3CCCC3)C2=O)c(OC)c1OC (stereo not drawn)
  A = 6.0 | B = 3.8 | C = -2.0 | D = 0.8 | E = 6.5 | F = -1.1 | G = 14.6 | H = 7.9
> CN(CC(=O)Nc1ccc(Cl)c(Cl)c1)C(=O)C1CCCC1
  A = -2.4 | B = -1.0 | C = 23.2 | D = 0.0 | E = -3.5 | F = -4.3 | G = 12.1 | H = 0.1
> COc1ccc(Cl)cc1NS(=O)(=O)c1ccc(S(=O)(=O)N2CCCC2)cc1
  A = 0.0 | B = -0.2 | C = -24.1 | D = -0.4 | E = -4.0 | F = 10.4 | G = -0.9 | H = -8.1
> COc1ccc(Cc2noc(CN3CCCN(Cc4ccc(F)cc4)CC3)n2)cc1OC
  A = -6.5 | B = -8.8 | C = 14.5 | D = -4.6 | E = -10.7 | F = -1.7 | G = 18.4 | H = -3.5
> CC1CCN(CCC(=O)Nc2ccc(F)c(F)c2)CC1
  A = 2.8 | B = 6.5 | C = -0.6 | D = 1.4 | E = -7.6 | F = -8.1 | G = 10.2 | H = -14.3
> COc1cc(OC)c(OC)cc1NC(=O)CC1COc2ccccc2O1 (stereo not drawn)
  A = 1.3 | B = -9.4 | C = -8.4 | D = 3.2 | E = -1.0 | F = -6.3 | G = 2.2 | H = 5.9
> COc1ccc(C(C(=O)NCC2CCCO2)N(Cc2cccs2)C(=O)c2snc(C(N)=O)c2N)cc1OC (stereo not drawn)
  A = -11.0 | B = 13.8 | C = -10.1 | D = -4.1 | E = -13.7 | F = -8.5 | G = -262.7 | H = 6.3
> Cc1ccc(Sc2ncccc2[N+](=O)[O-])cc1
  A = -7.4 | B = -22.6 | C = 6.0 | D = 1.3 | E = -9.3 | F = -0.6 | G = 20.7 | H = 7.6
> CCCCCCSc1ccc([C@H]2N[C@@](C)(C(=O)OC)[C@H]3C(=O)N(C)C(=O)[C@@H]23)cc1
  A = -3.0 | B = -20.9 | C = 31.2 | D = 0.7 | E = -10.1 | F = -0.1 | G = -22.7 | H = 38.5
> Nc1ccc(C(=O)N2CCN(S(=O)(=O)c3ccc(Br)cc3)CC2)cc1[N+](=O)[O-]
  A = -5.3 | B = -3.7 | C = 10.2 | D = 0.8 | E = -1.5 | F = 2.3 | G = 30.7 | H = 16.6
> COc1ccccc1NC(=O)c1ccc([N+](=O)[O-])cc1[N+](=O)[O-]
  A = 2.2 | B = -7.4 | C = -12.7 | D = 0.9 | E = -7.8 | F = 3.5 | G = 29.3 | H = 1.1
> COc1ccc(C2=NN(CC(=O)NCc3ccco3)C(=O)CC2)cc1
  A = -1.4 | B = 7.3 | C = 0.7 | D = -15.7 | E = 8.0 | F = -3.4 | G = -13.7 | H = 5.4
> O=C(NN=C1CCCC1)c1cc(-c2ccccc2)n[nH]1
  A = -2.9 | B = 3.5 | C = -0.4 | D = 2.1 | E = -5.9 | F = -7.4 | G = 3.7 | H = 2.0
> Cc1cc2cc(CN(CCCN3CCOCC3)C(=O)NC3CCCCC3)c(=O)[nH]c2cc1C
  A = -0.5 | B = 1.2 | C = 5.3 | D = 0.2 | E = -7.0 | F = -6.3 | G = -77.9 | H = 4.3
> CC(C)(C)NCc1cc(Br)ccc1OCc1cccs1
  A = -2.2 | B = -33.3 | C = 1.6 | D = 0.9 | E = 0.7 | F = -5.2 | G = 11.0 | H = -16.2
> CC(=O)Nc1ccc(NC(=O)c2ccc(Cn3cc(Cl)cn3)cc2)cc1
  A = 4.1 | B = 11.9 | C = -1.8 | D = 3.2 | E = 2.7 | F = -7.8 | G = -3.3 | H = -5.3
> CCC(=O)c1ccc(OCC(O)CNCc2ccc(F)cc2)cc1 (stereo not drawn)
  A = -4.3 | B = -14.4 | C = 1.8 | D = 2.4 | E = -15.2 | F = -11.7 | G = 11.8 | H = 8.7

Copied from the list:
For Apaf-1 inh, `Nc1ccc(C(=O)N2CCN(S(=O)(=O)c3ccc(Br)cc3)CC2)cc1[N+](=O)[O-]` has 16.6
For Apaf-1 inh, `CC(C)(C)NCc1cc(Br)ccc1OCc1cccs1` has -16.2
For HKDC1 inh, `COc1ccc(CCNC(=O)c2ccc(-c3ccc([N+](=O)[O-])cc3Cl)o2)cc1OC` has 26.3
